Screening results from PubChem BioAssay.
WT yeast gro inh = growth inhibition of WT yeast, mitochondrial fusion screen. mitochondrial fusion phenotypic screen, WT strain. inhibition, % at 10 µM. 190,000 compounds, 2.1% hits; in the data active = inhibition above about 58%; tested in S. cerevisiae
bCat nuc transl = modulators of beta-catenin nuclear translocation | HeLa beta-catenin nuclear translocation, immunofluorescence imaging | nuclear translocation activity, % at 5 µM | 190,000 compounds, 0.3% hits;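 active = nuclear translocation activity above 50% at 5 µM, with a well cell count of 50 or more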;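 also: per-cell ratio of nuclear to cytoplasmic median beta-catenin stain intensity; plate controls were DMSO negative control for no effect and GSK-3 inhibitor IX positive control for full effect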
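Assay system: human HeLa cells, native beta-catenin; doses: 5 µM primary, 0.02–20 µM confirmation; incubation: compound treatment 24 h, 37°C, 5% CO2; technique: fluorescence imaging of beta-catenin antibody stain plus DAPI; measure: % activation, nuclear-to-cytoplasmic median beta-catenin signal ratio per cell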
Insulin prom up = MIN6 insulin promoter up-regulation. MIN6 insulin promoter-GFP reporter, high-content imaging; hits give high values. AID 1625. z-score at 5 µM. 190,000 compounds, 0.3% hits;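 active = z-score above 3 at 5 µM with at least 500 cells counted in the well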
Dynein transport = blocks dynein driven cargo transport along microtubules; z-score, hits read low; AID 1381; 220,000 compounds, 0.47% hits; 3617.4 mouse cells, GR-EGFP nuclear translocation imaging; test concentration mostly 20 µM; stimulated with dexamethasone, 1 µM; hits give low values;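 active = plate z-score of nuclear minus cytoplasmic receptor signal below a set negative limit, without overly bright fluorescence or cell loss, cut at about -3.5 in these data, passing the limit was not always enough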;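 also: z-score of nuclear minus cytoplasmic ring GR-EGFP intensity difference per well; some compounds called inactive have numbers as strong as hits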
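Schedule: 48 h induction, then 1 h compound, then 30 min agonist, 37 °C. Buffer or medium: tetracycline-free induction medium containing charcoal-stripped FBS. Reagent: 1.0 µM final dexamethasone stimulus. Evaluation: nuclear versus cytoplasmic GR-EGFP signal, averaged per well. Signal: high-content fluorescence imaging after fixation.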
Autophagy mod = autophagy modulation, high-content screen | calls only at 10 µM (by protocol) | MEF GFP-LC3 puncta imaging; test concentration mostly 10 µM | AID 463193 | 190,000 compounds, 0.98% hits;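 active = percentage of spot-positive cells more than 3 SD above its plate mean, without a fluorescence outlier flag or 80% toxicity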;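 also: spot-positive cell cutoff set from DMSO-treated cells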
MT stabilize HCS = microtubule stabilizers in HeLa cells. HeLa tubulin immunostaining HCS, 24 h; share of cells brighter than vehicle mean+2SD. % tubulin-high responders, % at 10 µM. 200,000 compounds, 0.83% hits. AID 2205;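 active = plate Z-score above 3 for both tubulin-high and condensed-nucleus cell shares, with cell loss under 80%, at 10 µM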;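 also: anti alpha tubulin signal scored within the nucleus-defined area of each cell; some results filed as inactive read as strong as hits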
Yfh1-off respiration = enhancers of respiration in Yfh1-depleted yeast, dose response, Friedreich's ataxia, plus single-dose screen (AID 1465); fold induction at 50 µM; hits with a dose series show EC50 in µM; S. cerevisiae Yfh1-off respiration, WST-1 reduction, 72 h; higher fold induction means a stronger effect; 220,000 compounds, 0.074% hits;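 active = fold induction of absorbance versus untreated yeast above a set limit, then at least 30% activation at any dose in follow-up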;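 also: activators that raise dye reduction in frataxin-depleted yeast; strong numbers were not always called active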
human PMI inhibitors = human PMI inhibitors, high substrate, primary screen, biochemical, fluorescence intensity, high mannose 6-phosphate (AID 1220); recombinant PMI enzyme, coupled fluorescence intensity; higher % means a stronger effect; inhibition, % at 20 µM, or IC50 in µM where a hit was titrated; 190,000 compounds, 0.66% hits
human PMI inhibition = inhibitors of human PMI, primary screen, biochemical, fluorescence intensity, coupled assay (AID 1209) | purified PMI enzyme, coupled fluorescence intensity; higher % means a stronger effect | one-dose inhibition, % at 20 µM; IC50 in µM for titrated hits | 190,000 compounds, 0.42% hits;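 also: plate controls were DMSO vehicle for no effect and wells lacking substrate for full effect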
WT yeast gro inh mutant strain = second read-out of WT yeast gro inh, no call of its own (marks repeat the call); inhibition, %; mitochondrial fusion phenotypic screen, mutant strain inhibition
Dynein transport cytoplasmic EGFP = further read-out of Dynein transport, marked with its call; z-score; measured here: cytoplasmic GR-EGFP intensity; hits give high values
Dynein transport nuclear GR-EGFP = further read-out of Dynein transport, marked with its call; z-score; measured here: nuclear GR-EGFP intensity;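 lower value marks the stronger effect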
Dynein transport cell count = also measured in Dynein transport; calls as there; z-score; measured here: cell count per field
Insulin prom up cell count = also measured in Insulin prom up; calls as there; cell count; measured here: cytotoxicity, nuclei count;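 total cells summed across four imaged fields per well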
bCat nuc transl cell count 5 µM = also measured in bCat nuc transl; calls as there; cell count; measured here: cell count, cytotoxicity flag
MT stabilize HCS Hoechst-high % = second read-out of MT stabilize HCS, no call of its own (marks repeat the call); % Hoechst-high responders; measured here: nuclear condensation Hoechst responders;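 share of cells brighter than vehicle mean plus two SD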
MT stabilize HCS cytotoxicity % = recorded beside MT stabilize HCS, whose call it bears; toxicity, %; measured here: cytotoxicity by cell density;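 0% = mean cell density of plate MIN control wells and 100% = no cells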
Autophagy mod cell loss 18 h = second read-out of Autophagy mod, no call of its own (marks repeat the call); toxicity, %; measured here: cell loss, nuclei count;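 cell loss after 18 h compound exposure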
An asterisk follows results filed as active; i = inactive; / = no result given; + = active, no number. Rule as the data show it, unless noted: active = inhibition above about 50%; inactive = the rest.

SMILES	WT yeast gro inh	WT yeast gro inh mutant strain	bCat nuc transl	bCat nuc transl cell count 5 µM	Insulin prom up	Insulin prom up cell count	Dynein transport	Dynein transport cytoplasmic EGFP	Dynein transport nuclear GR-EGFP	Dynein transport cell count	Autophagy mod	Autophagy mod cell loss 18 h	MT stabilize HCS	MT stabilize HCS Hoechst-high %	MT stabilize HCS cytotoxicity %	Yfh1-off respiration	human PMI inhibitors	human PMI inhibition
O=C(CN1C(=O)C2CC=CCC2C1=O)Nc1nc2ccc(F)cc2s1 (stereo unspecified)	-5	12	-1.1	1084	1.2	1148	0.23	-0.33	0.42	-0.64	i	13	1.8	2.4	6.2	i	12%	1%
COc1c2ccccc2c(OC)c2ccccc12	10	11	1.3	1045	0.09	1083	1.1	-0.18	0.15	-1.2	+	5.4*	1.3	2.3	2.3	i	-21%	-27%
COc1cc(C2SCC(=O)N2CCN2CCCCC2)ccc1O (stereo unspecified)	-1	-6	0.6	1540	0.17	1350	1.3	-0.18	0.93	-1.5	i	20	3.4	1.3	1.7	i	18%	2%
O=C(c1ccoc1)N1CCC2(CC1)Oc1ccc(Cl)cc1C(=O)C21CC(c2ccccc2)=NO1 (stereo unspecified)	/	/	-0.7	1077	-0.33	749	1.6	-0.57	0.97	-1.5	/	/	/	/	/	i	/	/
Cn1c(=O)n(C)c2cc(NS(C)(=O)=O)ccc21	19	-8	-8.4	929	/	/	0.84	0.0039	0.58	0.12	i	9	5.6	1.3	17	i	19%	10%
CCOc1ccc(Cl)cc1CNCCNCC(C)O (stereo unspecified)	7	-11	/	/	/	/	-1.4	-0.16	-0.76	-0.22	i	-25	3.3	1.9	7.1	i	-2%	-1%
CCOC(=O)CSC1=NN2CCS(=O)(=O)N=C2S1	8	5	-0.7	1160	-0.06	1414	-0.3	-0.3	-0.13	0.42	i	3	1.8	1.3	4.4	i	-2%	2%
Nc1cc(=O)[nH]c(SCC(=O)Nc2ccccc2Sc2ccccc2)n1	-3	3	0.1	1065	-0.04	1598	-0.0025	-0.26	-0.41	0.69	i	9	1.9	2.0	3.9	i	1%	6%
CC(C)C(NC(=O)CNC(=O)OC(C)(C)C)C(=O)NCc1ccc(Cl)cc1 (stereo unspecified)	-12	20	0.7	1081	-1.1	1315	0.64	-0.34	0.48	-0.054	i	0	2.1	1.7	2.0	i	6%	0%
Cc1cc(C)c(C#N)c(SCc2[nH]nc3c2C(c2ccccc2)C(C#N)=C(N)O3)n1 (stereo unspecified)	26	5	-1.8	1075	0.15	1867	-0.93	-0.018	-0.25	1.2	i	-7	2.0	2.0	11	i	18%	26%
CCSc1nc2sc3c(c2c2nnc(SCC(=O)NCc4ccco4)n12)CCCC3	/	/	/	/	/	/	-1.5	-0.064	-0.75	0.61	i	-8	3.0	2.4	7.7	i	/	/
CCOCC(=O)N1CCN(c2ccc([N+](=O)[O-])cc2)CC1	-14	-2	-0.5	1123	-0.47	1521	-0.79	-0.38	-0.48	2.5	i	5	1.3	3.4	7.9	i	5%	1%

By substructure, the entries above containing a Cl atom (3)
SMILES	WT yeast gro inh	WT yeast gro inh mutant strain	bCat nuc transl	bCat nuc transl cell count 5 µM	Insulin prom up	Insulin prom up cell count	Dynein transport	Dynein transport cytoplasmic EGFP	Dynein transport nuclear GR-EGFP	Dynein transport cell count	Autophagy mod	Autophagy mod cell loss 18 h	MT stabilize HCS	MT stabilize HCS Hoechst-high %	MT stabilize HCS cytotoxicity %	Yfh1-off respiration	human PMI inhibitors	human PMI inhibition
O=C(c1ccoc1)N1CCC2(CC1)Oc1ccc(Cl)cc1C(=O)C21CC(c2ccccc2)=NO1 (stereo unspecified)	/	/	-0.7	1077	-0.33	749	1.6	-0.57	0.97	-1.5	/	/	/	/	/	i	/	/
CCOc1ccc(Cl)cc1CNCCNCC(C)O (stereo unspecified)	7	-11	/	/	/	/	-1.4	-0.16	-0.76	-0.22	i	-25	3.3	1.9	7.1	i	-2%	-1%
CC(C)C(NC(=O)CNC(=O)OC(C)(C)C)C(=O)NCc1ccc(Cl)cc1 (stereo unspecified)	-12	20	0.7	1081	-1.1	1315	0.64	-0.34	0.48	-0.054	i	0	2.1	1.7	2.0	i	6%	0%

(list continues)
SMILES	WT yeast gro inh	WT yeast gro inh mutant strain	bCat nuc transl	bCat nuc transl cell count 5 µM	Insulin prom up	Insulin prom up cell count	Dynein transport	Dynein transport cytoplasmic EGFP	Dynein transport nuclear GR-EGFP	Dynein transport cell count	Autophagy mod	Autophagy mod cell loss 18 h	MT stabilize HCS	MT stabilize HCS Hoechst-high %	MT stabilize HCS cytotoxicity %	Yfh1-off respiration	human PMI inhibitors	human PMI inhibition
O=c1ccn(-c2cccc(C(F)(F)F)c2)nc1-c1ccn(-c2cccc(Cl)c2)n1	22	2	-0.3	1324	-0.66	1588	-0.55	-0.29	-0.12	0.36	i	-6	1.4	2.1	12	i	2%	7%
C/C=C(\C)C(=O)Nc1cccc(C2=NOC3(C2)C[C@H](C(N)=O)N(C(=O)CC#N)C3)c1 (stereo partly specified)	/	/	-0.3	1213	0.13	1088	0.88	-0.76	0.74	-0.88	/	/	/	/	/	i	/	/
O=C(COc1ccccc1)N1CCN(C(=O)c2ccco2)CC1	-10	-13	-8.0	1065	/	/	-0.66	-0.037	-0.095	-0.22	i	-6	2.8	1.6	7.9	i	-4%	4%
COc1cccc(-c2cc(C(F)(F)F)nc(-n3cc(C)cn3)n2)c1	34	29	-0.8	1134	-0.67	1177	0.52	-0.28	0.95	-0.96	i	0	5.0	2.2	8.0	i	-8%	-7%
CCOCCCNC(=O)COC(=O)/C=C/c1ccc(S(=O)(=O)N2CCc3ccccc32)cc1	3	-5	-3.9	1117	0.1	1518	-0.9	-0.21	-0.44	0.76	i	-30	6.2	1.6	4.3	i	12%	14%
Cc1ccc(NC(=O)CN(C)CC(=O)Nc2ccccc2C(=O)Nc2ccccc2)cc1	14	-10	-3.2	1083	-1.2	1170	-0.2	-0.21	-0.17	0.49	i	15	1.6	2.4	4.9	i	18%	19%
Cc1ccccc1-c1nsc(SCC(=O)c2ccc(Cl)cc2)n1	7	8	0.0	1101	-0.06	1384	1.1	-0.086	0.39	-0.91	i	16	4.5	1.6	3.3	/	16%	16%
CC(C)CN(C(=O)COC(=O)c1cc2c(s1)CCC2)C1CCS(=O)(=O)C1 (stereo unspecified)	19	4	-6.0	980	0.04	1468	-0.0043	-0.4	-0.13	-0.036	i	37	3.9	2.7	16	i	7%	10%
CC(C)C(=O)NC(c1ccc(N(C)C)cc1)c1c(O)ccc2ccccc12 (stereo unspecified)	/	/	1.0	1271	0.03	1030	-0.7	-0.26	0.049	0.35	/	/	/	/	/	i	/	/
CCS(=O)(=O)n1nc(-c2ccc(OC)cc2)nc1SC	16	-2	-1.3	1055	-0.3	1265	0.47	-0.19	0.26	-0.93	i	5	2.3	2.1	5.8	i	8%	18%
C#CCONC(=O)c1cc(OCC(F)(F)F)ccc1OCC(F)(F)F	13	4	/	/	/	/	-0.73	-0.15	-0.83	-0.72	i	8	2.2	1.7	6.7	i	-7%	-8%
CN1CCN(C(=O)c2ccccc2NC(=O)Cc2ccccc2)CC1	-7	-8	0.9	722	0.95	1325	-0.95	-0.24	-0.11	0.92	i	-12	4.8	3.7	7.7	i	8%	-7%
O=C1CSC(c2ccc(F)cc2)N1c1nnc(C23CC4CC(CC(C4)C2)C3)s1 (stereo unspecified)	-9	-6	/	/	/	/	0.83	-0.27	0.59	-0.38	i	-3	1.8	0.8	8.8	i	16%	17%
COc1cc(C(=O)Nc2nnc(CC(=O)N3CCOCC3)s2)cc(OC)c1OC	5	14	/	/	0.23	1362	-0.43	-0.24	-0.28	0.57	i	-2	2.3	2.1	7.8	i	1%	4%
Cc1ccc(CN(c2ccc(C(=O)NCc3ccc4c(c3)OCO4)cc2)S(C)(=O)=O)cc1	-5	-4	-0.8	1172	-0.15	928	1.7	-0.082	0.84	-0.76	i	-9	2.0	1.4	8.2	i	5%	19%
CCc1[nH]nc2c1C(c1ccsc1)C(C#N)=C(N)O2 (stereo unspecified)	-15	2	4.6	1099	/	/	-1.1	-0.16	-0.8	0.7	i	-9	4.5	2.3	5.2	i	6%	7%
O=C(CSc1nc(O)cc(=O)n1-c1ccccc1)NCc1ccccc1	-3	11	-2.3	1067	-0.02	1833	0.43	-0.17	0.18	-0.13	i	-4	1.4	2.4	11	i	15%	12%
O=C(Nc1ccc(N2CCCC2)c(S(=O)(=O)Nc2cccc(C(F)(F)F)c2)c1)c1cccs1	25	16	-1.6	938	0.14	1228	0.6	-0.23	0.89	-1.2	i	-2	1.9	1.5	1.4	i	18%	22%
CC(C)NCc1nnc(-c2ccccc2Cl)o1	2	-12	-0.2	1130	-0.73	1233	1.7	-0.3	0.83	-0.45	i	1	4.0	2.4	1.2	i	1%	-10%
Cc1nnc(SCC2=C(C(=O)O)N3C(=O)C(NC(=O)Cn4nc(C)c(Cl)c4C)C3SC2)s1 (stereo unspecified)	9	14	0.7	1068	/	/	-0.082	-0.31	-0.14	0.53	i	-35	2.1	1.9	1.1	i	13%	9%
O=C(c1ccccc1)[C@@H]1[C@@H](C(=O)c2ccc(F)cc2)[C@@]2(C(=O)Nc3ccccc32)[C@H]2c3ccccc3C=CN12	16	5	0.7	1061	0.32	1483	-0.59	-0.048	-0.19	-0.21	i	-8	3.5	2.1	2.9	i	-16%	-19%
COc1ccc(-c2csc(Nc3ncccc3C)n2)cc1	76*	72*	-0.9	940	/	/	0.21	-0.27	0.021	0.0063	i	2	3.4	2.4	9.5	i	31%	23%
c1ccc(Nc2cccc(Nc3ccccc3)n2)cc1	78	83	/	/	1.2	938	0.38	2.7	0.95	0.4	i	-7	2.1	1.5	3.7	i	40%	/
